15-hLO-2 inh – blocks human 15-lipoxygenase 2 activity | purified 15hLO-2, xylenol orange hydroperoxide absorbance | 110,000 tested, 0.56% active | AID 881 | O15296 | Potency, µM (highest dose often 57.1 µM), inactives show at the highest dose activity change, negative = inhibition, hits mostly inhibitors; also: potency is read from the fitted curve at half-maximal effect; nearly all actives have a fitted effect of over 60% in size; many of its hits are not listed in these tables
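Enzyme 50 nM, AA 45 uM, 25 mM Hepes pH 7.5 + 0.01% Triton X-100; cpd preinc 15 min RT, rxn 90 min RT; stop/detect with 200 uM XO + 300 uM Fe(II) in 50 mM H2SO4, 30 min; A573/A405.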
IMPase cell inh – IMPase inhibition in cells | 120,000 tested, under 10 active | P97697 | inhibition (IP1 accumulation), % at 46.1 µM | AID 901 | CHO-M1 cells, IP1 accumulation, HTRF TR-FRET ratio; active = well fitted curve in the direction sought with a large enough effect in the signal ratio, not every such curve was filed as active; inconclusive = small, poorly fitted or top-dose-only effect, or a change in a side signal; inactive = no such curve, though single readings can be large or run the other way; the % refers to the signal ratio;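 also: cells stimulated with carbachol in lithium chloride buffer; plate controls were DMSO basal wells for no effect and reference inhibitor wells for full effect; higher means more IMPase inhibition seen as more IP1 and lower FRET ratio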
Target sequence (P97697 whole entry, looked up): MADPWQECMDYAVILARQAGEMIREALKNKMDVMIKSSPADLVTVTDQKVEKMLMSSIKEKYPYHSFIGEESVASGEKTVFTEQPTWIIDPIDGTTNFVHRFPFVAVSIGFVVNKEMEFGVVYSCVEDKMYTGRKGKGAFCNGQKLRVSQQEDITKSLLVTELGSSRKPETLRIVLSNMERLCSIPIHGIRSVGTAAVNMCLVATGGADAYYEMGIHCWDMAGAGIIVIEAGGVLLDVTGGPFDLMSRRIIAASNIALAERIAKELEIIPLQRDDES
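Measured: the HTRF emission ratio (665/620 nm) plus the 620 nm donor channel, each fitted to the Hill equation to give AC50. Cells were CHO-M1 given compounds up to 46 uM and a 30 min carbachol stimulation at 37C.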
PNC inhibitor – blocks assembly of the perinucleolar compartment. 140,000 tested, 3.1% active. activity change (PNC), negative = inhibition, % at 10 µM. PC3M PTB-GFP, PNC prevalence imaging, 16 h; active compounds read low;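 active = readout at or below -70, meaning at least 70% loss of cells showing the perinucleolar compartment, a nuclear body marking cancer cells; inconclusive = readout between -30 and a set limit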;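 also: plate controls were DMSO wells for no effect and camptothecin positive control wells for full effect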
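Compounds are pinned in duplicate onto adhered PC3M cells stably expressing GFP-tagged PTB and incubated 16 h at 37 C. Cells are then fixed, nuclei stained with Hoechst, and PNC-positive cells counted.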
12-hLO inh – blocks human 12-lipoxygenase activity; P18054; purified 12-hLO, xylenol orange hydroperoxide absorbance; Potency, µM (series often up to 57.1 µM), inactives show top-dose activity change, negative = inhibition, actives largely listed as inhibitors; 150,000 tested, 0.12% active; AID 1452; also: potency is read from the fitted curve at half-maximal effect; nearly all actives have a fitted effect of over 55% in size; many of its hits are not listed in these tables
Target sequence (P18054 whole entry, looked up): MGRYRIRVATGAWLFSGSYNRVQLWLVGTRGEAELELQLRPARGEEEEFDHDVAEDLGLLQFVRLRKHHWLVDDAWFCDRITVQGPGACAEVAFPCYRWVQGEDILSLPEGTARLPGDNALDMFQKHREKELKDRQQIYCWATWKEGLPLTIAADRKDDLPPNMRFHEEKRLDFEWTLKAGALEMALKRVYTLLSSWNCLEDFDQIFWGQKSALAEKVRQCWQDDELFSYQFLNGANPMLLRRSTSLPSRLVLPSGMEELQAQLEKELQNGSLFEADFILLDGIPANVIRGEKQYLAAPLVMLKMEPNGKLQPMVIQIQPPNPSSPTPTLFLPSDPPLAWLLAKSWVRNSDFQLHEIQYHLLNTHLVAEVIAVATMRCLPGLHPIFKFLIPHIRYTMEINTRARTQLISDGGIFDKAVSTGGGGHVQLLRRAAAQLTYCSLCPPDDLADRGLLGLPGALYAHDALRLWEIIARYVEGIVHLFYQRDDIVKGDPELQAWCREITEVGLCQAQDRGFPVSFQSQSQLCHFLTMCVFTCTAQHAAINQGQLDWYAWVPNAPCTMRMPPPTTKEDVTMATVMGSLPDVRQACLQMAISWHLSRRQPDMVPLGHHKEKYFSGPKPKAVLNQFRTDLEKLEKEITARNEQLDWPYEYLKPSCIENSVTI
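Purified human 12hLO (150 nM), preincubated 15 min with compound, then 40 uM arachidonic acid for 30 min, room temperature, Hepes pH 7.0 with 0.01% Triton X-100. Hydroperoxide detected by ferrous iron/xylenol orange; 573/405 nm absorbance ratio gives reaction progress.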
Active calls of the source: *; u = inconclusive; x = not tested or not shown; [ ] = another dose, or the depositor's remark. Unless noted, calls follow the shape of the dose curve; as a rule, active = well fitted curve in the direction sought with a large enough effect; inconclusive = small, poorly fitted or top-dose-only effect, or another doubt; inactive = no such curve, though single readings can be large; an effect the other way counts as inactive or inconclusive. Unless noted, % is scaled to controls: 0 for no effect and ±100 for the full control effect. Only part of the results is shown. The share of hits here may be higher or lower than overall.

15-hLO-2 inh,IMPase cell inh,PNC inhibitor,12-hLO inh,Molecule
x,9,u,-9%,Cc1ccc(NC(=O)NC(=O)CSc2nnc(-c3ccc(Cl)cc3Cl)n2N)c(C)c1
-3%,3,u,5%,CC(C)CCOc1ccc(C(=O)O)cc1
1%,-1,2,1%,COC(=O)C1CCCN1C(=O)C1CCCN1C(=O)CNC(=O)OCc1ccccc1 (stereo not given)
-7%,-3,-86*,4%,COC(=O)CN(c1c(C)cccc1C)S(C)(=O)=O
1%,16,47,-3%,CC(C)CCNC(=O)Nc1ccc2c(c1)N(C)C(=O)CS2
4%,x,x,-4%,FC(F)(F)c1ccccc1Cl
7%[2.29 µM],-3,u,-15%,O=C(CSc1nnnn1-c1ccc2c(c1)OCO2)NCc1ccccc1
-9%,-11,26,3%,CCOC(=O)c1[nH]c2ccc(OC)cc2c1C
-6%,-5,5,0%,S=C(Nc1ccc2snnc2c1)N1CCN(c2ccccn2)CC1
13%,-7,16,-3%,CC(=O)Nc1ccc(S(=O)(=O)N2CCCCC2c2cccnc2)cc1 (stereo not given)
-2%,9,-25,-8%,C/C(=N\O)C(=O)NCCCNCCCN(C)C
19%,-14,57,-4%,Cc1ccc2nc(-c3ccccn3)oc2c1
6%,4,6,-7%,CCOC(=O)C(C(=O)NCc1cccc(OC)c1)c1ncc(C(F)(F)F)cc1Cl (stereo not given)
8%,3,1,-4%,COc1cc(Br)c(C(C)NC(=O)c2ccc(C)cc2)cc1OC (stereo not given)
x,4,21,-1%,CC(C)c1ccc(C(C(=O)NC(C)(C)C)N(C(=O)CNC(=O)c2ccco2)c2cccnc2)cc1 (stereo not given)
x,x,-15,-1%,CCN(CC)C(=S)Nc1ccc(OC)cc1
x,3,24,-1%,COc1ccc(C2C3=C(CC(C)(C)CC3=O)Oc3ncn(CC(C)C)c(=N)c32)cc1 (stereo not given)
x,-4,10,0%,Cn1c(Cn2c(=O)sc3ccccc32)nnc1SCc1cccc(F)c1
x,x,25,0%,O=C1C(C=NCCN2CCOCC2)=C(O)c2ccccc21
x,x,u,-2%,C/C(Cn1nnc([N+](=O)[O-])n1)=N\NC(=O)c1ccc(O)cc1O
1%,-3,-21,9%,Cc1csc(=O)n1CCC(=O)O
1%,-7,u,-25%,COc1ccc(Cn2nnnc2C(c2cc3cc(C)ccc3[nH]c2=O)N2CCOCC2)cc1 (stereo not given)
x,-7,320,0%,O=C(Nc1ccccn1)C(=O)N1CCCCC1
-3%,8,77,4%,CCOc1c2ccc(C(=O)NCc3ccc(C)cc3)cc2nn1CC
-1%,-7,-5,-6%,CCOC(=O)Cn1nc(C)c2ccccc2c1=O
x,x,-109*,2%,C/C(Cn1nnc([N+](=O)[O-])n1)=N\NC(=O)c1ccc(C)cc1
13%,x,x,4%,COc1ccc(C(=O)N2CCC3(CC2)CCN(C(c2ccccc2)c2ccccc2)CC3)cc1
-13%,0,-22,2%,CC(C)OC(=O)NCN1C(=O)C2C3C=CC(C3)C2C1=O (stereo not given)
x,x,-27,0%,COc1ccccc1N1CCN(C2CCN(C(=O)c3ccc(F)cc3)CC2)CC1
x,x,-8,-2%,CC1CCN(Cc2nnnn2-c2cccc([N+](=O)[O-])c2)CC1
20%,-9,-25,13%,CN1CCC(N2CCN(c3cccc(C(F)(F)F)c3)CC2)CC1
x,x,u,-3%,COc1cccc(/C=C2\C(=O)N(c3cccc(C)c3)C(=O)c3ccccc32)c1
0%,3,22,-1%,CCc1ccc(NC(=O)c2onc(C)c2Cl)cc1
8%,6,-27,1%,O=C(NC1=NCCS1)Nc1ccccc1
-2%,8,u,-3%,Cn1c(=O)[nH]c(=O)c2c1nc(N(CCO)Cc1ccccc1)n2Cc1ccccc1Cl
2%[11.4 µM],7[1.84 µM],-103*,-3%,COc1ccc(S(=O)(=O)N(C)CC(=O)Nc2c(F)cccc2F)cc1
x,-7,-100*,5%,CCN(C(=O)c1ccco1)c1nnc(-c2ccc(OC)cc2)s1
-14%,15,20,-4%,CCN(C(=O)CN1CCN(C)CC1)c1cccc2ccccc12
x,x,-9,-2%,O=C(/C=C\c1ccc2c(c1)OCO2)NC1(C(=O)Nc2ccc3c(c2)OCO3)CCCCC1
x,x,u,-2%,CCOc1cc(/C=C/c2nc3cc(C)c(C)cc3s2)ccc1OCC(=O)N1CCOCC1
5%,8,54,3%,CCOC(=O)C1CCN(C(=O)CCc2c(C)nc3cc(-c4ccccc4)nn3c2C)CC1
9%,x,x,3%,CCC/C=C(\CCC)C(NS(=O)(=O)c1ccc(C(F)(F)F)cc1)c1ccc(-c2ccccc2)cc1 (stereo not given)
x,-1,-25,-1%,N#Cc1c(-c2ccc(F)cc2)cc(C2CC2)nc1SCC(=O)c1cccs1
x,x,8,-2%,O=C(NNS(=O)(=O)c1ccc(F)cc1)c1ccc(S(=O)(=O)N2CCCCC2)cc1
4%,8,x,-12%,O=C(/C=C\c1ccc(O)c(O)c1)O[C@@H](Cc1ccc(O)c(O)c1)C(=O)O
3%[2.29 µM],7,-10,-5%,CCn1c(SCC(=O)NCCc2ccc(Cl)cc2)nnc1-c1cccs1
x,-3,u,-2%,O=C(OCC(=O)N1CCc2ccccc21)C1=COCCO1
0%,2,u,0%,CCOc1ccccc1NC(=O)C(=O)NCC1CCCN1CC (stereo not given)
8%,5,u,0%,CCOC(=O)c1sc2nc(CC(=O)OC)nc(NCCN3CCOCC3)c2c1C
-1%,u,14,-4%,Cc1ccc(CCNC(=O)C2CCN(S(=O)(=O)c3c(C)nn(C)c3C)CC2)cc1

The list goes on.
15-hLO-2 inh,IMPase cell inh,PNC inhibitor,12-hLO inh,Molecule
1%[2.29 µM],-3,-15,-4%,Cn1cccc1C(=O)NC(=O)CSc1nnc(C2CC2)n1-c1ccccc1
0%,1,19,0%,CCOC(=O)CC(N)c1ccc2c(c1)OCO2 (stereo not given)
-4%,3,u,-1%,NC(=O)c1ccccc1N=Cc1ccccn1
x,x,u,0%,COc1ccc([N+](=O)[O-])cc1NC(=O)Nc1ccccc1
12%,3,u,-14%,C=CCn1c(-c2cccnc2Cl)nc2cc(Cl)c(Cl)cc21
4%,u,17,1%,Cc1nnc(NC(=O)c2c(F)c(F)c(F)c(F)c2F)s1
-11%,3,-22,-4%,Cc1ccc(NC(=S)NCCN2CCOCC2)cc1C
12%,-6,x,-2%,CSc1cc2c(cc1C(F)(F)F)N(C(=O)Nc1cccnc1)CC2
x,x,37,-4%,CC1(C)O[C@@H]1COc1c2ccoc2cc2oc(=O)ccc12
-2%,2,72,-3%,O=C(CCCCCn1c(=O)[nH]c2ccccc2c1=O)NCCc1c[nH]c2ccccc12
x,0,u,1%,Cn1c(CN2CCN(C(=O)c3ccc(F)cc3)CC2)nc2cc([N+](=O)[O-])ccc21
x,7,u,-6%,O=C(COC(=O)c1ccc([N+](=O)[O-])o1)Nc1cccc(S(=O)(=O)N2CCOCC2)c1
x,5,50,0%,O=C(CSc1nc2ccc([N+](=O)[O-])cc2[nH]1)NCCc1ccccc1
4%,4,12,-7%,N#Cc1ccccc1N=C1CCCN1Cc1ccccc1
x,14,u,-6%,O=C(CNc1ccccc1)c1ccc([N+](=O)[O-])cc1
-5%,-3,54,-3%,O=C(c1ccco1)N1CCN(C(=O)c2cnn3c(C(F)(F)F)cc(-c4cccs4)nc23)CC1
5%,11,u,1%,O=C(CCNS(=O)(=O)c1cccc2nonc12)N1CCN(c2cccc(Cl)c2)CC1
0%,-1,u,4%,O=C(CCN1C(=O)c2ccccc2C1=O)NC1=NCCS1
17%,u,u,12%,COc1ccccc1CNc1n[nH]c(NCc2ccccc2OC)n1
4%,6,21,-3%,CCOC(=O)C1CCCN(C(=O)C2CCCN(S(C)(=O)=O)C2)C1 (stereo not given)
-11%,-3,-13,-1%,COC(=O)c1sccc1NC(=O)/C=C\c1ccc(Cl)cc1Cl
x,x,-10,2%,CCC(NC(=O)c1ccccc1NC(=O)c1ccco1)C(=O)NNC(=O)c1ccc(OC)cc1 (stereo not given)
-4%,-7,46,0%,C/C(=N\NC(=O)COc1ccc([N+](=O)[O-])cc1)C(C)(C)C
4%,2,30,3%,O=C(NCC1CCCO1)c1cccc(-n2cnnn2)c1 (stereo not given)
-2%,4,-19,10%,COc1ccc(Sc2nnc(-c3ccccc3)cc2C#N)cc1

With a hit mark in PNC inhibitor (from the list above):
15-hLO-2 inh,IMPase cell inh,PNC inhibitor,12-hLO inh,Molecule
-7%,-3,-86*,4%,COC(=O)CN(c1c(C)cccc1C)S(C)(=O)=O
x,x,-109*,2%,C/C(Cn1nnc([N+](=O)[O-])n1)=N\NC(=O)c1ccc(C)cc1
2%[11.4 µM],7[1.84 µM],-103*,-3%,COc1ccc(S(=O)(=O)N(C)CC(=O)Nc2c(F)cccc2F)cc1
x,-7,-100*,5%,CCN(C(=O)c1ccco1)c1nnc(-c2ccc(OC)cc2)s1

Back to the main list with the four entries that preceded the break.
15-hLO-2 inh,IMPase cell inh,PNC inhibitor,12-hLO inh,Molecule
x,x,-10,2%,CCC(NC(=O)c1ccccc1NC(=O)c1ccco1)C(=O)NNC(=O)c1ccc(OC)cc1 (stereo not given)
-4%,-7,46,0%,C/C(=N\NC(=O)COc1ccc([N+](=O)[O-])cc1)C(C)(C)C
4%,2,30,3%,O=C(NCC1CCCO1)c1cccc(-n2cnnn2)c1 (stereo not given)
-2%,4,-19,10%,COc1ccc(Sc2nnc(-c3ccccc3)cc2C#N)cc1
x,x,43,2%,O=C(OCC#CCSc1nnc(-c2ccc(Br)cc2)o1)c1cccs1
-5%,x,x,-16%,CC(C)CN1CCC2(CC1)CCN(C(=O)c1csnn1)CC2
37%[activator][0.0915 µM],x,x,-2%[0.00818 µM],CN(C/C=C/C#CC(C)(C)C)Cc1cccc2ccccc12
0%,-1,u,-6%,O=P(O)(CCCP(=O)(O)CCc1ccccc1)CCc1ccccc1
46%[activator],11,10,8%,CCOc1ccc(C2/C(=C(\O)c3cccc(OC)c3)C(=O)C(=O)N2c2cc(C)on2)cc1OC (stereo not given)
10%,7,u,-5%,COC(=O)c1[nH]c2ccc(C)cc2c1NC(=O)CN1CCCC(C)(C)C1
x,12,14,-15%,Cc1ccc(/C=C/C(=O)N2CCN(S(=O)(=O)c3c(C)c(C)cc(C)c3C)CC2)o1
38%[activator],14,-21,-26%,Cc1cc2oc(=O)cc(CN3CCN(C/C=C/c4ccccc4)CC3)c2cc1O
x,8,-22,2%,COc1ccc(Cn2c(-c3ccc(C)cc3)c[n+]3ccccc23)cc1
0%,2,22,-9%,Cc1c(Br)c([N+](=O)[O-])nn1CC(=O)N1CCCc2ccccc21
-6%,-8,17,-5%,COc1ccccc1CNC(=O)c1ccc(CS(=O)(=O)c2ccccc2OC)o1
-10%,2,15,2%,N#CC1=C(N)Oc2n[nH]c(-c3ccc(F)cc3)c2C1c1cccc(OC(=O)N2CCOCC2)c1 (stereo not given)
x,13,u,0%,CCOC(=O)c1c(NC(=O)CN2C(=O)NC(C)(c3ccc(OC(F)F)cc3)C2=O)sc(C)c1C (stereo not given)
u,4,30,1%,CCOC(=O)C(C)n1cnc2c(oc3ccccc32)c1=O (stereo not given)
x,x,33,2%,Cc1c(NC(=O)CSc2nc3c(cnn3-c3ccccc3)c(=O)[nH]2)c(=O)n(-c2ccccc2)n1C
x,8,29,-1%,Cc1ncc(N=Nc2ccccc2Cl)c(-c2ccccc2)n1
-7%,0,0,-2%,Cc1c(C(=O)O)oc2ccc(S(=O)(=O)NCc3ccc(F)cc3)cc12
x,x,u,1%,Cc1ccc(CNC(=O)CO/N=C/c2ccc(C(C)(C)C)cc2)cc1
4%,x,x,-3%,COC(=O)C1(Cc2ccccc2)C=C2C(=C(C(C)C)C(=O)C2C)CN1 (stereo not given)
-1%,7,13,-1%,Cc1noc(C)c1COC(=O)COc1ccc2c(C)cc(=O)oc2c1

Screening data: PubChem BioAssay, National Center for Advancing Translational Sciences (NCATS)
